Assay outcomes deposited in PubChem by several laboratories.
RTF Ca sens act – increases calcium sensitivity of human cardiac regulated thin filaments; P19429+P45379; IANBD-labeled TnC RTF fluorescence at EC20 calcium; 0% EC20 calcium, 100% full calcium; activation, % at 7.2 µM; 0.24% of 340,000 active; AID 493008;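 active means activation above the mean over all tested compounds plus 3 SD, cut at about 30% in these data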;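 further: rise in fluorescence read as greater calcium sensitivity of cardiac thin filaments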
HTR5A ag – activates human HTR5A in OPRM1-OPRD1 agonist counter-screen; P47898; HTR5A agonist assay, luminescence, cell-based; activation, % at 9.3 µM; 0.61% of 340,000 active; in the data active means activation mostly above about 9.5%, no sharp cut-off; inactive means mostly below about 7.6%;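 further: 0% = cells with vehicle only and 100% = reference agonist; strong numbers were not always called active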
Target sequence (P47898 whole entry, looked up): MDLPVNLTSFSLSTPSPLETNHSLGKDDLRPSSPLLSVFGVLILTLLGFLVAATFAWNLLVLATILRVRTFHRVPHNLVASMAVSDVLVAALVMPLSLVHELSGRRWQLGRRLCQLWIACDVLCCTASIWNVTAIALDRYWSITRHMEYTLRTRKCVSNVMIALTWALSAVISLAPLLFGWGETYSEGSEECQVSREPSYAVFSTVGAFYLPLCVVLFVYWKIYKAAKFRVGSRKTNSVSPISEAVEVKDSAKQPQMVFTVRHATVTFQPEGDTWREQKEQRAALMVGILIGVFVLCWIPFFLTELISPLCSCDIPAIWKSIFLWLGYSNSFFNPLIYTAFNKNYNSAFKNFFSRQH
SR-BI DiI inh – mouse SR-BI HDL lipid transfer inhibition; 0.96% of 320,000 active; Q61009; AID 488896; inhibition, % at 12.5 µM; ldlA[mSR-BI] CHO cells, DiI-HDL uptake fluorescence, 3 h;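 active means mean replicate inhibition of at least 70% and a set share of replicates each scoring 70 or more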;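 further: 0% = median of neutral control wells and 100% = median of positive control wells; values of inactives mirror those of a sister screen read the other way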
Target sequence (Q61009 whole entry, looked up): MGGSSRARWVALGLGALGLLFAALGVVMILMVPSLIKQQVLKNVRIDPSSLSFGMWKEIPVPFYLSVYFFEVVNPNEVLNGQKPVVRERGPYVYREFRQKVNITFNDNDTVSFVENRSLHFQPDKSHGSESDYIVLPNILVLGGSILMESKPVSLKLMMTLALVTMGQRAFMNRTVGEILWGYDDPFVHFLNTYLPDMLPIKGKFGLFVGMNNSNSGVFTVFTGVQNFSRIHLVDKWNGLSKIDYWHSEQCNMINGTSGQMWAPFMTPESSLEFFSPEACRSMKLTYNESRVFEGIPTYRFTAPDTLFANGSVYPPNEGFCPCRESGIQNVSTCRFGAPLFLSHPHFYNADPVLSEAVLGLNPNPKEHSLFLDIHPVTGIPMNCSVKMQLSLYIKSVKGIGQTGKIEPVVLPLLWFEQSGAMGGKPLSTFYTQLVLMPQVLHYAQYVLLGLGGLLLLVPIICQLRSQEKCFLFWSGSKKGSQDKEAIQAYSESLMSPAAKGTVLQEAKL
MITF TRPM1 HTS – increases MITF-driven TRPM1 promoter luciferase signal; SK-MEL-5 TRPM1-promoter luciferase, 24 h; % of positive control, neutral wells = 0; activation, % at 12.5 µM; 0.75% of 300,000 active;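 active means mean activation of at least 80% with every replicate also reaching 80%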;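 further: 0% = neutral control wells and 100% = parthenolide positive control wells; values of inactives mirror those of a sister screen read the other way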
Wnt act – activates Wnt/beta-catenin signaling in a reporter cell assay; activator, plate reader; activation, % at 9.35 µM; 1.2% of 300,000 active; AID 743398; in the data active means activation above about 30%, passing the limit was not always enough;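 further: 0% = neutral control wells and 100% = positive control wells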
dFosB activator – mouse delta FosB homodimer activation. P13346. 0.99% of 340,000 active. purified delta FosB, TAMRA-CDK5 oligo fluorescence polarization; percent of positive-control signal above neutral wells. AID 493131. activation, % at 25 µM;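 active means mean activation above about 17%, with every replicate also reaching it, limit read from the data, passing the limit was not always enough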;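 further: fluorescence polarization rise as delta FosB binds a TAMRA Cdk5 AP-1 oligo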
CDK5 p35 inh – CDK5/p35 (human) kinase inhibition | Recombinant CDK5/p35, ADP-Glo luminescence, 60 min | inhibition, % at 10 µM | 0.01% of 330,000 active;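 active means highest replicate inhibition of at least 50% and at least 75% of replicates reaching 50%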;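 further: plate controls were DMSO neutral control for no effect and GW8510 at 10 µM for full effect; many of its hits are not listed in these tables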
PvdQ acylase – P. aeruginosa PvdQ acylase inhibition; purified PvdQ acylase, fluorescence plate reader; inhibition, % at 10 µM; 0.063% of 340,000 active; AID 488965; in the data active means inhibition above about 30%, passing the limit was not always enough;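 further: 0% = vehicle neutral wells and 100% = reference inhibitor wells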
SR-BI uptake up – activators of SR-BI mediated HDL lipid uptake. CHO ldlA[mSR-BI] cells, DiI-HDL uptake fluorescence, 3 h; 100 = double the neutral-control signal. activation, % at 12.5 µM. 0.096% of 320,000 active;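 active means mean replicate activation of at least 60% and every replicate at or above 60%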;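 further: 0% = median plate neutral-control signal and 100% = twice that signal; values of inactives mirror those of a sister screen read the other way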
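Material – SR-BI-overexpressing, LDLR-lacking CHO cells · Medium – BSA-supplemented, HEPES-buffered Ham's F12, pH 7.4 · Doses – single concentration · Times – compound with DiI-HDL co-incubation, 3 h at 37 °C · Measured by – bottom-read fluorescence, 550/595 nm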
Rtt109 HAT inh – C. albicans Rtt109 histone acetyltransferase inhibition. Q5AAJ8. purified Rtt109/Vps75, ThioGlo CoA-SH fluorescence, 4 h. inhibition, % at 34.9 µM. 0.16% of 330,000 active. AID 540336;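 active means inhibition of at least 50% in every replicate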
* marks the source's active call; other numbers are inactive results; / = not tested or not shown. Compounds as they come; any-hit rate near 4.4%.

SMILES,SR-BI uptake up,RTF Ca sens act,PvdQ acylase,Wnt act,dFosB activator,HTR5A ag,MITF TRPM1 HTS,SR-BI DiI inh,Rtt109 HAT inh,CDK5 p35 inh
COC(=O)c1[nH]c2c(c1C)C(=O)CC(c1cc(OC)c(OC)c(OC)c1)C2 (stereo not given),/,2,7,1,-4,-1,-12,/,2,1.3
Cc1cc(Br)c(OCc2ccc(C(=O)N/N=C/c3ccc[nH]3)cc2)c(Br)c1,-91,0,1,-27,-3,2,/,91*,-5,0.1
CCCn1c(NCc2ccco2)nc2c1c(=O)n(C)c(=O)n2C,19,-5,-13,/,-4,2,1,-19,-2,1.2
c1ccc2scnc2c1,2,-2,6,1,-2,-2,1,-2,-5,-1.4
Cc1nc(NCc2ccccc2)c2cc[nH]c2n1,10,7,-19,-2,2,-2,4,-10,2,0.6
CC(C)Cc1nnc(NC(=O)Nc2ccccc2)s1,17,1,9,38*,-9,4,96*,-17,3,0.3
O=C(COc1ccc([N+](=O)[O-])cc1)NCCC1=CCCCC1,21,-4,-4,/,-7,2,-1,-21,-8,-1.6
C/C(=N\NC(=O)c1cccc(S(=O)(=O)N2CCCC2)c1)c1ccco1,23,-3,-5,1,3,0,-2,-23,-5,-0.9
CC(=O)NCCc1ccc(C(=O)CSc2nnc(C3CC3)n2C2CC2)cc1,-8,-5,-6,3,-6,0,-6,8,1,-0.8
CCN(CC)c1nc(OC)nc(-n2nnc(C(C)=O)c2C)n1,-9,-2,-2,/,4,-7,8,9,-5,-1.6
COc1nc(C#N)c(N2CCOCC2)o1,21,0,11,1,-3,0,-4,-21,-9,-0.6
CCn1nc(NC(C)=O)c2cc3cccc(C)c3nc21,-5,9,-17,3,3,2,6,5,-8,0.5
CCOc1ccc(N=Nc2cc(C(C)C)ccc2O)cc1,-3,2,-6,-3,4,-1,25,3,-4,-1.7
COc1cc(NC(=O)CN2CCN(c3ccccc3O)CC2)c(C)cc1[N+](=O)[O-],-32,2,-12,-3,-8,4,-6,32,4,-0.5
C=CCNC(=S)N1CCN(c2cccc(C(F)(F)F)c2)CC1,/,4,-13,1,-5,-3,1,/,-4,-0.4
CN(C)/C=C(\C#N)C(=O)N/N=C/c1ccc(F)cc1,15,0,8,2,-3,-1,3,-15,10,-1.0
Cc1ccc(NC(=S)NC(=O)c2ccc(-c3ccccc3)cc2)cc1,-38,4,0,-1,-10,-4,/,38,2,0.0
Cc1ccc(O)c(N=Nc2ccccc2)n1,-5,-1,-2,41*,6,4,68,5,3,0.6
COc1ccc(CN2CC(C(=O)NC3CCCCC3)CC2=O)cc1 (stereo not given),24,-6,1,1,0,-2,-9,-24,10,0.0
COc1ccccc1CNC(=O)COc1ccc(S(=O)(=O)N2CCCC2)cc1,-11,-6,12,0,-7,3,2,11,-4,-0.3
COc1ccc(NC(=O)Cn2nc(C(=O)O)c3ccccc3c2=O)cc1S(=O)(=O)N1CCCCC1,-13,-1,0,-4,2,0,8,13,-4,0.8
O=C(Nc1ccc(N2CCOCC2)cc1)c1ccc2ncsc2c1,-12,-5,3,8,1,-1,-3,12,7,0.3
Cc1cc(C(=O)NN=C2CCCCCCC2)c2ccccc2n1,11,2,-14,-1,-5,3,7,-11,-5,0.7
CC1CCC(NC(=O)c2cc3c(s2)CS(=O)(=O)C3)CC1 (stereo not given),-9,-5,-11,0,-5,5,-1,9,-4,1.0
COCCn1c(C)cc(C(=O)CSc2nc3ccccc3c(=O)n2Cc2ccco2)c1C,9,-12,2,55*,-2,-2,43,-9,13,2.1
Cc1cccc(N(CC(N)=O)S(C)(=O)=O)c1C,5,8,-13,-2,-10,-1,/,-5,2,1.5
COC(=O)Cc1cc(=O)n2c(nc3ccccc32)[nH]1,38,3,-14,1,6,0,/,-38,-16,0.3
COCC(C)NC(=O)c1ccc(-n2nc(C(F)(F)F)cc2-c2cccs2)cc1 (stereo not given),-55,3,-7,/,-14,-3,/,55,6,-0.8
COCCNC(=O)c1cn(C)c(=O)c2cc(OC)c(OC)cc12,6,-2,-6,26,-4,0,-3,-6,-14,-0.4
COc1cc2c(cc1OC)C(Cc1cc(OC)c(OC)cc1[N+](=O)[O-])=NCC2,13,-2,-3,-3,-9,1,-2,-13,-2,1.4
CCOC(=O)CCc1c(C)nc2c(c(C)nn2C(C)(C)C)c1C,6,-3,-21,-2,-3,-1,4,-6,-6,-1.4
COC(=O)[C@@H]1C[C@@]2(O)[C@@H](O)[C@@H](O)[C@@H](O)C[C@H]2N1Cc1cc(OC)cc(OC)c1,2,-5,9,-6,1,0,-4,-2,-8,3.2
O=C(O)c1ccc(-n2nc(C(F)(F)F)c3c2-c2ccoc2CC3)cc1,-19,0,-5,1,-7,0,-1,19,-1,1.2
COc1ccc(CN(Cc2ccncc2)C(=O)CCC(=O)O)cc1,4,-2,-5,/,3,-1,-11,-4,2,0.3
CCc1[nH]c(=O)c(C#N)c2c1COC(C)(C)C2,14,0,-6,/,-4,-3,0,-14,-5,0.0
Cc1cccc(C)c1NC(=O)COC(=O)c1c2c(nc3ccccc13)/C(=C\c1ccc3c(c1)OCO3)CCC2,-47,6,-16,-1,-11,0,10,47,-22,1.5
CCN1C(=NCCc2cccnc2)N[C@@H](c2ccccc2)[C@H](C(=O)OC)[C@H]1C,-12,4,-12,/,-6,-8,9,12,-7,1.7
Cc1cc(=O)nc2c3ccccc3n(C(C)C(=O)NCCN3CCOCC3)n12 (stereo not given),14,-1,-6,-13,-1,2,7,-14,-1,0.1
COc1ccc(C(CC(=O)N2CCCC2)c2c(OC)cc(OC)c3ccc(=O)oc23)cc1 (stereo not given),-4,-5,-7,1,-15,1,3,4,7,1.2
Cc1ccc(S(=O)(=O)N2CCCCC2)cc1,7,2,-8,-1,3,-1,-19,-7,-1,0.1
CCOC(=O)CCCCCCCCC(=O)Nc1ccc(-n2[nH]c(=O)cc2C)cc1,-11,-7,11,-4,-9,1,-9,11,-16,-0.2
COc1cc(/C=C/[N+](=O)[O-])ccc1OC(=O)c1cc2ccccc2oc1=O,6,2,7,-1,-15,-2,/,-6,10,1.6
Cc1ccc(-n2c(C)cc3c2CC(C)(C)CC3=O)cc1C,-9,0,-2,/,-5,2,/,9,5,-1.6
CCOc1ccc(C2C(C(=O)c3ccc(C)o3)=C(O)C(=O)N2CCN2CCOCC2)cc1OC (stereo not given),14,2,-9,-1,-3,-2,/,-14,-4,0.7
CCCn1c(SCC(=O)Nc2nnc(C)s2)nnc1-c1ccoc1C,-5,5,-16,-4,-1,-2,-2,5,-3,1.7
O=C(CSc1nnc(-c2c[nH]c3ccccc23)n1-c1ccc(F)cc1)NCc1ccco1,-21,-17,11,1,-9,9,13,21,34,5.2
O=C1c2cccc3cccc(c23)C(=O)N1CCN1CCN(CC(O)COc2ccccc2)CC1 (stereo not given),8,3,-24,-6,14,2,2,-8,-24,/
Fc1cccc(/C=N/Nc2ccc(Cl)nn2)c1,4,-2,2,7,-1,4,54,-4,8,-1.9
CCCCn1c(N)c(N(CCC(C)C)C(=O)c2ccc([N+](=O)[O-])o2)c(=O)[nH]c1=O,13,-1,-7,2,-1,2,-5,-13,-2,-0.5
Cc1cccc(N=Nc2c(N)n[nH]c2-c2ccc(Cl)cc2)c1,-71,-11,-11,/,-6,-3,3,71*,-3,1.0

Further results:
SMILES,SR-BI uptake up,RTF Ca sens act,PvdQ acylase,Wnt act,dFosB activator,HTR5A ag,MITF TRPM1 HTS,SR-BI DiI inh,Rtt109 HAT inh,CDK5 p35 inh
Cc1ccc(C)n1-c1nccc(-c2ccco2)n1,0,5,-16,-1,-2,-3,-4,0,-181,1.3
COc1cc(C(=O)Nc2cccc(-n3cnnn3)c2)cc(Cl)c1OC,-66,6,-14,-4,-2,0,-7,66,-3,1.3
COc1cccc(/C=C/C(=O)Nc2ccc(N3CCOCC3)cc2)c1OC,-15,2,1,14,-6,-1,20,15,-7,-1.1
O=C(CCN1CCOCC1)c1ccc(Cl)cc1,15,-3,12,2,-11,0,-4,-15,6,-0.8
CC(C)C(NC(=O)/C(=C/c1ccco1)NC(=O)c1ccc(Br)o1)C(=O)O (stereo not given),15,1,11,-2,-6,0,1,-15,/,0.1
N#C/C(=C(/O)COC(=O)c1ccc2c(c1)OCCO2)c1nc2ccccc2[nH]1,0,-5,2,-8,39*,4,-6,0,8,1.2
CC1Cc2ccccc2N1C(=O)c1ccc(N2CCCCC2)c([N+](=O)[O-])c1 (stereo not given),-20,-7,-14,-1,-10,3,1,20,-2,0.3
CN1CCN(CC(O)COc2ccc(OCC(O)CN3CCN(C)CC3)cc2)CC1 (stereo not given),18,-6,-6,-5,-1,-4,-3,-18,-5,1.3
O=C(CSc1nc2c([nH]c3ccccc32)c(=O)n1-c1ccc(F)cc1)NCc1ccco1,-23,-4,-15,-2,19*,5,-7,23,-10,-0.9
Cc1cc(C)nc(NS(=O)(=O)c2ccc(NC(=O)c3ccccc3[N+](=O)[O-])cc2)n1,4,5,7,1,3,6,/,-4,-2,0.0

Profiles from above. Order of screens: SR-BI uptake up	RTF Ca sens act	PvdQ acylase	Wnt act	dFosB activator	HTR5A ag	MITF TRPM1 HTS	SR-BI DiI inh	Rtt109 HAT inh	CDK5 p35 inh
Cc1cc(C)nc(NS(=O)(=O)c2ccc(NC(=O)c3ccccc3[N+](=O)[O-])cc2)n1 across the screens: 4	5	7	1	3	6	/	-4	-2	0.0
Cc1ccc(C)n1-c1nccc(-c2ccco2)n1 across the screens: 0	5	-16	-1	-2	-3	-4	0	-181	1.3

Continuation.
SMILES,SR-BI uptake up,RTF Ca sens act,PvdQ acylase,Wnt act,dFosB activator,HTR5A ag,MITF TRPM1 HTS,SR-BI DiI inh,Rtt109 HAT inh,CDK5 p35 inh
COc1cc(N/N=C/c2ccccc2O)ncn1,-10,-5,-9,/,-5,1,34,10,-1,2.4
CCOc1cc(C2C3=C(CC(C)(C)CC3=O)OC3=C2C(=O)CC(C)(C)C3)cc([N+](=O)[O-])c1O,3,1,-14,0,-12,-2,-27,-3,0,0.3
O=C(O)CC(Cc1ccc(Br)cc1)C(=O)O (stereo not given),27,-2,-3,/,1,4,5,-27,-5,-1.0
CN(c1cccc(NC(=O)COc2ccccc2)c1)S(C)(=O)=O,0,-3,-6,16,-2,-4,59,0,7,0.0
O=C(CCc1nc2ccccc2s1)Nc1cccnc1,11,2,-6,3,-13,-2,-12,-11,11,0.8
CC[n+]1c(/C=C2\C=C(C)CC(C)(C)C2)sc2ccccc21,16,5,-15,/,-11,5,-56,-16,5,-1.7
CCOC(=O)C1=C(C)OC(N)=C(C#N)C1c1ccc(O)c(OC)c1 (stereo not given),10,1,-1,-5,-7,-1,/,-10,-1,1.1
COc1ccc(C(=O)C2CCCN(Cc3cccn3-c3nccs3)C2)cc1OC (stereo not given),/,3,8,1,-14,4,-4,/,4,-0.3
COc1ccc2c(=O)cc(-c3ccccc3F)oc2c1,/,0,-15,23,-39,-5,/,/,4,-3.0
